ATXN2 expr inh: ATXN2 expression inhibition; HEK-293 ATXN2-luciferase reporter, luminescence, 24 h; Potency, µM (titrated, usually from 57 µM), for the others: at the top dose activity change, negative = inhibition, most hits filed as inhibitors; hit rate 0.72% among 360,000; note: % is set by controls: 0 for no effect and ±100 for the full control effect; nearly all actives have a fitted effect of over 55% in size
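qHTS (up to 57 uM final) was run with 24 h compound exposure of reporter cells at 37 °C. Each well was multiplexed: SteadyGlo luminescence measured ATXN2-luciferase expression after a fluorogenic Gly-Phe-AFC viability readout (25 uM final).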
A549 viability: counter-screen for Nrf2 inhibitors: cytotoxicity in A549 cells. hit rate 0.16% among 390,000. AID 504648. Potency, µM (top dose mostly 46 µM), for inactives: at the top dose activity change, negative = cytotoxicity, hits mostly inhibitors. A549 ARE-Fluc cells, CellTiter-Fluor viability, 18-24 h; note: % is set by controls: 0 for no effect and ±100 for the full control effect
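A549 ARE_Fluc cells in 5% FBS OPTI-MEM were exposed to compounds in concentration-response for 18-24 h at 37 deg C. Viability was read by CellTiter-Fluor fluorescence (Ex 405/Em 525) after 30 min, before the luciferase read.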
Nrf2 ARE act: activates Nrf2 signaling | AREc32 ARE-luciferase reporter (MCF7-derived line), luminescence, 24 h | Potency, µM (series often up to 46.1 µM), for inactives: at the highest dose activation, usual class: activators | hit rate 0.31% among 410,000; note: % of control where 0% means no effect; nearly all actives have a fitted effect of over 65% in size
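Luciferase luminescence (Steady-Glo, 30 min at room temperature) served as the read-out of ARE activation in AREc32 cells treated with compounds for 24 hr at 37 deg C.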
TGFb inhibitor: blocks TGF-b signaling; HepG2 CAGA-GFP TGF-b/SMAD3 reporter, GFP fluorescence, 18 h; TGF-beta stimulated, 500 pg/mL final; Potency, µM (series often up to 46.1 µM), inactives show at the top dose activity, negative = inhibition, hits mostly inhibitors; AID 588855; hit rate 1.2% among 410,000; note: % is set by controls: 0 for no effect and ±100 for the full control effect; nearly all actives have a fitted effect of over 65% in size
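First, reporter cells (HEPG2 CAGA-GFP) rested 2 h at 37 degrees C. Next, compounds were pinned in and TGF-beta added to 500 pg/mL final. After 18 h, GFP was imaged per cell and summed per well.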
HepG2 viability: kills HepG2 cells in TGF-b inhibitor counter-screen | hit rate 0.76% among 410,000 | Potency, µM (highest dose often 46.1 µM), for the others: at the highest dose activity change, negative = cytotoxicity, most hits filed as cytotoxic | HepG2 CAGA-GFP viability, ATP luminescence, 18 h | AID 588856; note: some results filed as inactive show a strong effect at the top dose
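CellTiter-Glo luminescence gave cytotoxicity after 18 hours at 37 degrees C. The cells were HepG2 CAGA-GFP in 1% FBS DMEM, stimulated with 500 pg/mL TGF-beta after compound addition. %Activity was normalised to no-cell wells (complete cell-killing) and DMSO (no toxicity), and curves were fitted and classified.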
EPAC2 antag: antagonists of human EPAC2; Q8WZA2; EPAC2 GEF exchange of Rap1B-BODIPY-GDP, fluorescence; Potency, µM (doses to about 114 µM), for the others: top-dose activity, negative = inhibition, hits mostly inhibitors; hit rate 0.18% among 360,000; AID 720708; note: % is set by controls: 0 for no effect and ±100 for the full control effect; nearly all actives have a fitted effect of over 45% in size; many of its hits are not listed in these tables
Target sequence (Q8WZA2 whole entry, looked up): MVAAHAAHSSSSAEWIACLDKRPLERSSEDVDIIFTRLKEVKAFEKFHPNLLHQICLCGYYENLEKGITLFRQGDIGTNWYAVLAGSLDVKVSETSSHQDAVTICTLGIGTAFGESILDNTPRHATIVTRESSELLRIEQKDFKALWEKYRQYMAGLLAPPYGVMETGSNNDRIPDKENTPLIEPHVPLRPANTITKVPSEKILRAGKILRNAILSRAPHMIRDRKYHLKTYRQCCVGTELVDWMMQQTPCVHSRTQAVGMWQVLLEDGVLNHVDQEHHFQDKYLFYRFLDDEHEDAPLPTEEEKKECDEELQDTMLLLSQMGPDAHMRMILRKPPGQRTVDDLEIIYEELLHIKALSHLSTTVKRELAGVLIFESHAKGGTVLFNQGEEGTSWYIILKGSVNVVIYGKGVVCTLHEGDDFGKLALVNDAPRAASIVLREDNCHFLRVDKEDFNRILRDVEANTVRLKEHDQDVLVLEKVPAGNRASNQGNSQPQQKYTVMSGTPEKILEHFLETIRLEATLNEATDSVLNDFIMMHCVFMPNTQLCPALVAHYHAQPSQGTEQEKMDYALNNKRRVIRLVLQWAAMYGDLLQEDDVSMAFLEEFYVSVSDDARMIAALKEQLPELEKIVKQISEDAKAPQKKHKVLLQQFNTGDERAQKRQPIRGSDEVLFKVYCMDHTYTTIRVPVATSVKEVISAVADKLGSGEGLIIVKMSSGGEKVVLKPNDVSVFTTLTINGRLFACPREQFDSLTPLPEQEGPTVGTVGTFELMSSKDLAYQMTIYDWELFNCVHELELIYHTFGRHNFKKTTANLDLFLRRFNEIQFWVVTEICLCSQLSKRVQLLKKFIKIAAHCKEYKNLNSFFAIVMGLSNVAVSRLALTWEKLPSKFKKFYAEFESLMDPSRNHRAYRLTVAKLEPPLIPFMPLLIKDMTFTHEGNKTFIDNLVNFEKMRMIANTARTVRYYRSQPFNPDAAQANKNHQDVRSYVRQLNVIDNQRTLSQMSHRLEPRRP
MCF10A rereplic: inducers of DNA re-replication in MCF 10A breast cells; MCF 10A DNA re-replication, Hoechst nuclear intensity, 48 h; Potency, µM (highest dose often 46.1 µM), inactives show at the top dose activity, positive = re-replication, usual class: activators; hit rate 2.9% among 350,000; note: % of control where 0% means no effect; nearly all actives have a fitted effect of over 50% in size
ATXN viability: viability counter-screen for ATXN expression inhibitors. S2 cells (HEK-293 line with an ATXN2-luciferase reporter) viability, CellTiter-Fluor protease fluorescence, 24 h. Potency, µM (top dose mostly 56.7 µM), usual class: cytotoxic. hit rate 0.49% among 400,000. AID 651635; note: nearly all actives have a fitted effect of over 40% in size
Nrf2 block: inhibitors of Nrf2 signaling; A549 ARE-Fluc reporter, luciferase luminescence, 18-24 h; Potency, µM (series often up to 46 µM), for the others: top-dose activity change, negative = inhibition, most hits filed as inhibitors; hit rate 2.1% among 360,000; note: % is set by controls: 0 for no effect and ±100 for the full control effect; nearly all actives have a fitted effect of over 60% in size
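Quantitative HTS in A549 cells stably bearing an antioxidant response element-firefly luciferase construct. Inhibition of Nrf2-driven transcription was scored by luminescence after 18-24 h of compound exposure at 37 °C.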
* hit, by the source's call; i = inactive; u = inconclusive; x = not tested or not shown; [ ] = dose if it differs, or a comment. Calls come from the whole dose curve; as a rule, active = well fitted curve in the direction sought with a large enough effect; inconclusive = small, poorly fitted or top-dose-only effect, or another doubt; inactive = no such curve, though single readings can be large; an effect the other way counts as inactive or inconclusive. Potency is the fitted concentration of half-maximal effect. An excerpt (hit frequency here may not be typical).

SMILES	ATXN2 expr inh	A549 viability	Nrf2 ARE act	TGFb inhibitor	HepG2 viability	EPAC2 antag	MCF10A rereplic	ATXN viability	Nrf2 block
CCn1c(CNC(=O)c2ccc(Cl)cc2)nnc1SCC(=O)NC1=NCCS1	-1%	-3%	0.0%	5%	-6%	5%	-1%	i	5%
CCOC(=O)/C(=N\Nc1ccccc1)c1csc(Nc2ccc(C)cc2)n1	-17%	-17%	2.3%	-24%	-28%	4%	7%	i	-26%
COc1ccc(NS(=O)(=O)c2cccc(C(=O)NNC(=O)c3ccccc3O)c2)cc1	-29%	-4%	-0.3%	1%	-22%	-5%	30%	i	-20%
CCOC(=O)N1CCN(C(=O)CSc2ncccn2)CC1	2%	x	0.4%	1%	-3%	8%	-1%	i	7%
Cc1cccc(N2CCN(C(=O)CCNS(=O)(=O)c3ccc4c(c3)CCN4C(=O)C3CC3)CC2C)c1 (configuration not stated)	-18%	7%	-0.6%	-1%	-20%	x	x	i	x
Cc1ccc(C(=O)NCCNC(=O)CN2CCCC2)cc1	-10%	-3%	0.3%	-12%	1%	0%	1%	i	9%
Cc1cccc(NS(=O)(=O)c2ccc(NC(=O)CN(c3cc([N+](=O)[O-])ccc3C)S(C)(=O)=O)cc2)c1	u	u	2.7%	16µM*	-2%	-12%	u	u	18µM*
CC(C)COC(=O)N1CCCCC1c1cc(C(=O)N2CCOCC2)no1 (configuration not stated)	11%	x	-0.5%	1%	3%	-30%	x	i	x
CC(C)c1[nH]nc2c1C(c1ccc(OC(=O)c3ccco3)cc1)C(C#N)=C(N)O2 (configuration not stated)	3%	-4%	1.3%	5%	-7%	-4%	-6%	i	-6%
C=CC[C@H](CC(=O)NCCO)C(=O)N[C@@H](COC(=O)[C@@H](CC=C)Cc1ccc(F)cc1)Cc1ccccc1	1%	-1%	-0.4%	0%	-16%	6%	5%	u	-4%
O=C(c1ccc2c(=O)n(C3CCCC3)c(=S)[nH]c2c1)N1CCc2ccccc21	-13%	x	0.0%	5%	1%	6%	0%	i	2%
CC(=O)c1cnn(-c2cc(Oc3cccc(C)c3)ncn2)c1C	26%	-11%	-0.6%	6%	8%	8%	2%	i	-16%
Cc1ccccc1OCc1nc2ccccc2c(=O)n1/N=C/c1cn[nH]c1-c1ccccc1	u	u	3.3%	u	-44%	20%	u	u	u
O=C(c1ccc(C(F)(F)F)cc1)C1CCCN(C(=O)Cn2cnnn2)C1 (configuration not stated)	16%	0%	0.2%	7%	-5%	5%	-20%	i	4%
O=C(Nc1ccc2c(c1)oc1ccccc12)c1cccnc1	50%[activator]	-1%	7.4%	11%	-9%	4%	11%	i	x
COc1cccc2c(=S)c(CCC(C)=O)c(C)[nH]c12	23%	0%	8.3%	13%	12%	13%	19%	i	7%
C=CCOc1ccc(/C=C/C(=O)OCC(=O)NCCc2ccccc2)cc1	-4%	4%	-0.1%	11%	0%	-4%	-1%	i	-1%
COC(=O)c1ccccc1S(=O)(=O)N(CCCN1CCOCC1)Cc1cccs1	-7%	10%	0.3%	-7%	-12%	-5%	-3%	i	16%
Cc1cc(C)cc(OCCCC(=O)O)c1	11%	2%	0.2%	7%	-3%	-7%	-3%	i	x
CCOC1=C2[C@@H](CN(S(=O)(=O)c3ccc(C)cc3)[C@H]2c2cccc3ccccc23)[C@H]2C(=O)N(C3CCCCC3)C(=O)[C@H]2C1	15%	x	-0.6%	-18%	-14%	13%	x	i	x
O=C(CSc1ncccc1C(=O)Oc1ccccc1Cl)Nc1ccc(C(F)(F)F)cc1Cl	x	-4%	2.9%	u	-21%	x	x	x	x
O=c1c2ccccc2oc2cc(-c3ccc(CN4CCOCC4)cc3)ccc12	0%	7%	3.2%	u	-17%	16%	u	u	u
Cc1sc2nc(COC(=O)c3ccc(O)cc3)[nH]c(=O)c2c1C	13%	1%	0.3%	-1%	5%	-4%	-4%	i	u
CCc1cc(CNC(=O)c2ccc(OC3CCN(C(C)=O)CC3)c(OC)c2)on1	x	4%	-0.5%	-19%	0%	-5%	0%	i	9%
CSc1ccc(/C=N/NC(=O)CNc2cccc3ccccc23)cc1	-20%[11.3 µM]	-4%	3.1%	-5%	-37%	-12%	u	i	-18%
CC(C)SC1=NC(C)(C)C=C(/C=C/c2c(Cl)cccc2Cl)N1	-10%	-8%	u	u	-11%	-2%	18µM*	i	x
CC1=C(C(N)=O)C(c2ccc(C)cc2)n2nc(SCc3ccccc3)nc2N1 (configuration not stated)	2%	-1%	-0.4%	0%	-22%	x	x	i	-20%[9.27 µM]
CCn1cc(Br)c(C(=O)Nc2ccc(F)c(Cl)c2)n1	34%	-5%	14%	2%	-31%	3%	9%	i	13%
COc1ccc2nc(SCC(N)=O)[nH]c2c1	2%	x	0.1%	-11%	4%	14%	-1%	i	26%
COc1cc(Cl)ccc1OCc1cc(C(=O)N2CCN(C)C(=O)[C@@H]2C)no1	x	x	8.0%	0%	-16%	-5%	x	i	x
O=C(Nc1ccc2nc(SCCOc3ccccc3)sc2c1)c1cccs1	-10%	-7%	0.6%	2%	-1%	x	x	i	u
CC(C)(C)c1ccc(S(=O)(=O)NC(Cc2ccccc2)C(=O)O)cc1 (configuration not stated)	-1%	-1%	-0.4%	-6%	6%	7%	4%	i	1%
Cc1cccc(OCC(=O)NCCCNC(=O)c2cccnc2)c1	1%	3%	-1.0%	1%	-18%	3%	1%	i	u
COc1ccc(-n2c(COc3ccc4c(c3)OCO4)nnc2SCC(=O)O)cc1	x	12%	0.3%	-12%	-3%	-10%	1%	i	u
CN(C)c1ccc(C(=S)N2CCOCC2)cc1Br	-4%	-5%	-0.6%	25%	-5%	11%	-2%	i	-3%
Cc1ccc(N(C)S(=O)(=O)c2ccc(-c3cc(C)no3)s2)cc1	x	5%	-0.9%	u	-44%	1%	9.2µM*	i	5%
Cc1cc(C)cc(NS(=O)(=O)c2ccc(NC(=O)C3CCCCC3C(=O)O)cc2)c1 (configuration not stated)	-15%	-6%	-0.3%	-24%	24%	0%	25%	i	-10%
CCC(=O)NCCc1nc(-c2ccccc2)no1	12%	0%	0.3%	-1%	5%	12%	-4%	i	5%
Cc1ccc(S(=O)(=O)c2nc(C)c3c(n2)CCC3)cc1	-9%	-10%	-0.4%	u	-13%	4%	-2%	i	9%
CSc1c(-c2ccccc2)nc2ccc(Cl)cc2c1C(=O)O	0%	-9%	-0.6%	-2%	2%	0%	6%	i	-9%
Cc1ccc(C(=O)NCC(c2cccnc2)N2CCc3ccccc3C2)cc1C (configuration not stated)	x	-1%	-0.4%	u	-44%	x	x	x	u
O=C(Nc1nc2ccccc2[nH]1)C1CC(=O)N(c2ccc3c(c2)OCCO3)C1 (configuration not stated)	-7%	-3%	0.1%	25%	21%	8%	-1%	i	x
COC(=O)C1CCN(C(=O)CN2C(=O)c3ccccc3S2(=O)=O)CC1	5%	-2%	0.0%	3%	10%	18%	7%	i	2%
Cc1cc2nc(-c3ccc(=O)[nH]c3)n(Cc3ccccc3)c2cc1C	x	-8%	u	-8%	-15%	3%	1%	i	-12%
CCN1/C(=C2/OC(=S)N(C)C2=O)Sc2ccccc21	-1%	0%	0.2%	3%	-32%	-7%	u	i	5%
Cc1nc2ccc(C(=O)O)cc2c2c1CC(CN)O2 (configuration not stated)	x	-2%	-1.4%	-3%	-1%	6%	0%	i	2%
Cc1ccnc2nc(C(=O)N3CCN(c4ccc(F)cc4)CC3)nn12	1%	-2%	0.3%	7%	10%	14%	-2%	u	x
Cc1nc2nc(SCC(=O)Nc3ccccc3Cl)nn2c(C)c1Cc1ccccc1	x	8%	1.9%	-18%	-19%	x	x	x	x
C=CCC(=O)N1CCCC(CO)(Cc2ccc(F)cc2F)C1 (configuration not stated)	4%	5%	0.0%[9.22 µM]	6%	-1%	-4%	-13%	i	-12%
COc1cccc(C(NC(C)=O)c2nc(-c3csc4ccccc34)cs2)c1 (configuration not stated)	-21%	x	5.1%	u	-16%	u	x	i	x

Random excerpt: 2 entries already listed.
SMILES	ATXN2 expr inh	A549 viability	Nrf2 ARE act	TGFb inhibitor	HepG2 viability	EPAC2 antag	MCF10A rereplic	ATXN viability	Nrf2 block
Cc1nc2ccc(C(=O)O)cc2c2c1CC(CN)O2 (configuration not stated)	x	-2%	-1.4%	-3%	-1%	6%	0%	i	2%
COC(=O)C1CCN(C(=O)CN2C(=O)c3ccccc3S2(=O)=O)CC1	5%	-2%	0.0%	3%	10%	18%	7%	i	2%

Further records
SMILES	ATXN2 expr inh	A549 viability	Nrf2 ARE act	TGFb inhibitor	HepG2 viability	EPAC2 antag	MCF10A rereplic	ATXN viability	Nrf2 block
O=C(c1ccc(-c2ccccc2Cl)o1)N1CCN(c2ccccc2O)CC1	10%	3%	7.7%	u	-20%	-3%	u	i	7%
COCCOC(=O)c1c(N)n(CCCN2CCOCC2)c2nc3ccccc3nc12	-6%	2%	0.3%	-2%	34%	-3%	-8%	x	1%
CCCCN(C(=O)CC1CCCC1)c1c(N)n(CC(C)C)c(=O)[nH]c1=O	5%	2%	-0.3%	6%	3%	-9%	6%	i	-15%
COc1cc(/C=C2\CCn3c2nc2cc(C(=O)O)ccc2c3=O)ccc1OC(F)F	x	0%	0.5%	2%	-8%	9%	u	u	5%
COc1ccc(CCN2CC(C(=O)OCC(=O)NC(Cc3ccccc3)C(C)=O)CC2=O)cc1OC (configuration not stated)	x	10%	0.3%	3%	-1%	3%	9%	i	8%
C/C(=N\NC(=O)C1CC1)c1cccs1	19%	1%	1.8%	17%	-12%	-10%	11%	i	u
CCn1ccnc1CNC(=O)C1CCC(=O)N(Cc2cccc(C(F)(F)F)c2)C1 (configuration not stated)	7%	-7%	-0.1%	43%[activator]	2%	2%	2%	i	3%
O=C1CC(c2ccccc2Cl)CC(O)=C1C=NCCCO (configuration not stated)	x	5%	-0.4%	-1%	-3%	-6%	-7%	i	1%

As entered above.
Reading for COc1ccc(CCN2CC(C(=O)OCC(=O)NC(Cc3ccccc3)C(C)=O)CC2=O)cc1OC (configuration not stated) under EPAC2 antag: 3%
Reading for COC(=O)C1CCN(C(=O)CN2C(=O)c3ccccc3S2(=O)=O)CC1 under A549 viability: -2%

Screens deposited in PubChem BioAssay by National Center for Advancing Translational Sciences (NCATS).
